12-LOX inh – inhibitors of human 12S-lipoxygenase ALOX12; purified 12hLO, xylenol orange hydroperoxide absorbance; Potency, µM (doses to about 108 µM), for inactives: top-dose activity change, negative = inhibition, most hits filed as inhibitors; 580,000 compounds, 1.1% hits; AID 1671190; active = well fitted inhibition curve with a large enough effect; inconclusive = small, poorly fitted or top-dose-only effect, or another doubt; inactive = no such curve, though single readings can be large or run the other way; note: potency is the fitted concentration of half-maximal effect
Target sequence (P18054 whole entry, looked up): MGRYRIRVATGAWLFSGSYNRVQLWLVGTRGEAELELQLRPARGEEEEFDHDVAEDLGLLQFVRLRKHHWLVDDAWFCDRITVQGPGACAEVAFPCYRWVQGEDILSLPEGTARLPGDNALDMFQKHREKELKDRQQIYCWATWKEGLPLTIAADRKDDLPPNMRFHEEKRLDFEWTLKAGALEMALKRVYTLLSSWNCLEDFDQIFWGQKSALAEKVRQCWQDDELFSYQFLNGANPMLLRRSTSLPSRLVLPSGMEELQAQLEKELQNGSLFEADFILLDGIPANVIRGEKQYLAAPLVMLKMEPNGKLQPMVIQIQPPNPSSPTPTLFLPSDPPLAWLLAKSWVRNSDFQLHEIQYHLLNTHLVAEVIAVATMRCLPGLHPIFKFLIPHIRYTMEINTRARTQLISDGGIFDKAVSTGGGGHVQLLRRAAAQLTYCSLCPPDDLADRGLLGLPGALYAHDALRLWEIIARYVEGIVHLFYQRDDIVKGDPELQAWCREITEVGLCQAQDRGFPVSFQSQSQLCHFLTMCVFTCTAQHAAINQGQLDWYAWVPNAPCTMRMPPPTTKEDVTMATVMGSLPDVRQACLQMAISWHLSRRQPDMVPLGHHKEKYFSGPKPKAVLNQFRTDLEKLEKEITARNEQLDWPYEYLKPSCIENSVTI
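Purified human 12hLO at 150 nM in 25 mM Hepes, 0.01% Triton X-100, pH 7.0, preincubated 15 min at room temperature with compound. Reaction started with 40 uM arachidonic acid, 30 min at room temperature. Hydroperoxide measured by Fe-xylenol orange, 573/405 nm absorbance ratio.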
LDHA block – inhibitors of human lactate dehydrogenase A; activity change, % (values are at about 110 or 230 µM); P00338; purified LDHA, NADH/diaphorase-resazurin fluorescence; stronger effect = lower value; AID 1347041; 480,000 compounds, 0.15% hits; in the data active = activity change below about -30%; inconclusive = mostly about -25% to -30%;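 note: plate controls were DMSO wells for no effect and wells without enzyme for full effect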
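Remaining NADH was detected by diaphorase (0.133 mg/mL) converting 37 µM resazurin to fluorescent resorufin, read at 0 and 20 minutes. The preceding 5-minute room-temperature reaction used 2 nM LDHA, 0.2 mM sodium pyruvate and 0.06 mM NADH at pH 7.4.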
An asterisk follows results filed as active; & = joins results of further samples; [ ] = dose if it differs, or a comment. Unless noted, % is set by controls: 0 for no effect and ±100 for the full control effect. These rows are one share of the data; rates above refer to the full screens.

Results for COc1ccc(C)cc1-n1nnnc1SCc1nc(N)nc(N(C)C)n1 ?
12-LOX inh: -3%; LDHA block: -11

What do the screens show for `COCCNC(=O)C1CCCN(C(=O)c2cc(C)n(C(C)(C)C)n2)CC1` (configuration not stated)?
12-LOX inh: -4%; LDHA block: -7

What do the screens show for `COc1ccc(OC)c(C2CCCN2C(=O)CSc2n[nH]c(-c3ccccc3)n2)c1` (configuration not stated)?
12-LOX inh: -37%; LDHA block: 1

What do the screens show for `CCNC(=O)CN(CC)C(=O)c1n[nH]c(=O)c2ccccc12`?
12-LOX inh: -10%; LDHA block: 1

What do the screens show for `Oc1ccc(N=CCCc2ccccc2)cc1`?
12-LOX inh: -1%; LDHA block: 0

Results for Cc1ccc(N2CCN(C(=O)c3cc4ccccc4oc3=O)CC2)cc1Cl ?
12-LOX inh: 18%; LDHA block: -5

What do the screens show for `Cc1ccc(N2CC(c3nc(-c4ccccc4C)no3)CC2=O)cc1` (configuration not stated)?
12-LOX inh: 4%; LDHA block: -6

Results for Cc1cccc(C)c1NC(=O)CSc1nc2nc(C)c(Br)cc2[nH]1 ?
12-LOX inh: 32%; LDHA block: 1

Results for O=C(O)CSCc1ccc(Cl)c(Cl)c1 ?
12-LOX inh: inconclusive; LDHA block: -1

Results for CCN(CC)S(=O)(=O)c1ccc2c(c1)cc(C(=O)NCCc1ccco1)n2C ?
12-LOX inh: -25%; LDHA block: 3

Results for O=[N+]([O-])c1cc(S(=O)(=O)Nc2ccccc2)ccc1N/N=C/c1cn(-c2ccccc2)nc1-c1cccs1 ?
12-LOX inh: 2%; LDHA block: -3

Results for CCOc1ccc(OCCC(=O)OCC(=O)Nc2c(C)cc(C)cc2Cl)cc1 ?
12-LOX inh: -44%; LDHA block: 9

How did COc1ccc(Cl)cc1NC(=O)CSc1nncn2c1cc1oc(C)cc12 do in these assays?
12-LOX inh: 19%; LDHA block: -2

How did O=S(=O)(c1cccc2nsnc12)N1CCCCCC1c1cccc(F)c1 (configuration not stated) do in these assays?
12-LOX inh: 4%; LDHA block: -1

Results for CCOC(=O)[C@]12CCCC=C1N(CCC1=CCCCC1)C(=O)[C@H](CC(=O)NCC13CC4CC(CC(C4)C1)C3)C2 ?
12-LOX inh: -14%; LDHA block: 0

Of the compounds above, seven contain a carbonyl joined to an NH by a bond outside any ring.
What do the screens show for `COCCNC(=O)C1CCCN(C(=O)c2cc(C)n(C(C)(C)C)n2)CC1` (configuration not stated)?
12-LOX inh: -4%; LDHA block: -7

What do the screens show for `CCNC(=O)CN(CC)C(=O)c1n[nH]c(=O)c2ccccc12`?
12-LOX inh: -10%; LDHA block: 1

Results for Cc1cccc(C)c1NC(=O)CSc1nc2nc(C)c(Br)cc2[nH]1 ?
12-LOX inh: 32%; LDHA block: 1

Results for CCN(CC)S(=O)(=O)c1ccc2c(c1)cc(C(=O)NCCc1ccco1)n2C ?
12-LOX inh: -25%; LDHA block: 3

Results for CCOc1ccc(OCCC(=O)OCC(=O)Nc2c(C)cc(C)cc2Cl)cc1 ?
12-LOX inh: -44%; LDHA block: 9

How did COc1ccc(Cl)cc1NC(=O)CSc1nncn2c1cc1oc(C)cc12 do in these assays?
12-LOX inh: 19%; LDHA block: -2

Results for CCOC(=O)[C@]12CCCC=C1N(CCC1=CCCCC1)C(=O)[C@H](CC(=O)NCC13CC4CC(CC(C4)C1)C3)C2 ?
12-LOX inh: -14%; LDHA block: 0

In the list so far, 2 have two or more sulfur atoms:
Results for O=[N+]([O-])c1cc(S(=O)(=O)Nc2ccccc2)ccc1N/N=C/c1cn(-c2ccccc2)nc1-c1cccs1 ?
12-LOX inh: 2%; LDHA block: -3

How did O=S(=O)(c1cccc2nsnc12)N1CCCCCC1c1cccc(F)c1 (configuration not stated) do in these assays?
12-LOX inh: 4%; LDHA block: -1

More records follow:
Results for COc1ccc(C(=O)C(=O)N2CCC(c3ccccc3)CC2)cn1 ?
12-LOX inh: 7%; LDHA block: -5

What do the screens show for `CC(C)n1ncc2cc(NC(=O)C3CCN(S(=O)(=O)c4ccccc4)CC3)cnc21`?
12-LOX inh: 40%[activator]; LDHA block: 7

Results for CCCn1c(=O)[nH]c(=O)c2c1nc(-c1ccc(OC)c(O)c1)n2CCN1CCOCC1 ?
12-LOX inh: inconclusive; LDHA block: -5

What do the screens show for `O=C(CSc1ccc2ccccc2n1)N(C1CCCC1)C1CCS(=O)(=O)C1` (configuration not stated)?
12-LOX inh: -20%; LDHA block: 11

Results for CC(C)(C)NC(=O)/C(=C/c1ccc(-c2ccc(Br)cc2)o1)NC(=O)c1ccccc1 ?
12-LOX inh: inconclusive; LDHA block: -4

What do the screens show for `CC1(C(=O)NS(=O)(=O)c2cccc(Cl)c2)CCN1C(=O)C1CC1` (configuration not stated)?
12-LOX inh: -30%; LDHA block: -8

Results for COc1ccc(NC(=O)CSc2nc3cc(C)[nH]c3c(=O)n2C)cc1Cl ?
12-LOX inh: -3%; LDHA block: 2

Results for N#Cc1c(O)ccc(O)c1C#N ?
12-LOX inh: inconclusive; LDHA block: 13

How did O=C(Nc1ccccc1F)c1ccc(-c2ccccc2)cc1 do in these assays?
12-LOX inh: -10%; LDHA block: 7

What do the screens show for `CC1(C(=O)NS(=O)(=O)c2ccc(Cl)cc2)CCN1C(=O)C/C=C/c1ccccc1` (configuration not stated)?
12-LOX inh: inconclusive; LDHA block: -1

Results for COc1ccc(C(=O)NCCNc2nc3cc(C)cc(C)c3cc2C#N)cc1 ?
12-LOX inh: 0%; LDHA block: -4

How did O=C(CN1CCN(CC(=O)N2CCC(Cc3ccccc3)CC2)CC1)Nc1ccccc1Cl do in these assays?
12-LOX inh: 0%; LDHA block: -11

Results for Cc1ccc(-c2cc(-c3ccc(C)cc3)[nH]n2)cc1 ?
12-LOX inh: 1%; LDHA block: -4

How did CCCCn1nc(C(=O)Nc2cccc(S(=O)(=O)NC3=NCCC3)c2)c2ccccc2c1=O do in these assays?
12-LOX inh: -5%; LDHA block: 1

Results for Cc1ccc2nc(-c3ccc(Cl)s3)cc(C(=O)O)c2c1 ?
12-LOX inh: 4%&-48%; LDHA block: -1&5

Fetched one by one from the list above:
What do the screens show for `O=C(CSc1ccc2ccccc2n1)N(C1CCCC1)C1CCS(=O)(=O)C1` (configuration not stated)?
12-LOX inh: -20%; LDHA block: 11

How did CCCCn1nc(C(=O)Nc2cccc(S(=O)(=O)NC3=NCCC3)c2)c2ccccc2c1=O do in these assays?
12-LOX inh: -5%; LDHA block: 1

Other results follow.
How did O=C(OCc1nc2ccccc2o1)c1ccccc1F do in these assays?
12-LOX inh: 2%; LDHA block: 6

What do the screens show for `Fc1ccc(CNCCOc2ccccn2)cc1`?
12-LOX inh: inconclusive; LDHA block: 11

Results for COc1ccc(-c2nc3ccc(C)cn3c2Cc2ccccc2)cc1OC ?
12-LOX inh: inconclusive; LDHA block: -3

What do the screens show for `Cc1cc(-n2c(C)cc(C(=O)CSc3nnc(COc4ccc(Cl)cc4)o3)c2C)no1`?
12-LOX inh: 0%; LDHA block: 2

What do the screens show for `COc1ccc(CNC(=O)c2cc(-c3ccc(C)c(C)c3O)n[nH]2)cc1`?
12-LOX inh: -8%; LDHA block: 4

Results for Brc1ccc(-c2noc(-c3ccccc3Br)n2)o1 ?
12-LOX inh: inconclusive; LDHA block: -3

Results for CC(Sc1nc(NC2CC2)c2ccccc2n1)C(=O)N1CCCC1 (configuration not stated) ?
12-LOX inh: -4%; LDHA block: 3

What do the screens show for `COC(=O)c1cc(NC(=O)c2ccccc2OC)c(F)cc1F`?
12-LOX inh: inconclusive; LDHA block: -1

Results for COc1cc(C2CC(=O)N(CC(=O)Nc3ccccc3C)c3ccccc3S2)cc(OC)c1OC (configuration not stated) ?
12-LOX inh: -13%; LDHA block: 0

What do the screens show for `COC(=O)c1cccc(NC(=O)C2CCCN(C(=O)c3ccc(OC)c4ccccc34)C2)c1` (configuration not stated)?
12-LOX inh: 4%; LDHA block: 6

What do the screens show for `C/C(=N/Nc1cc(C(F)(F)F)ccc1Cl)c1cccc(Br)c1`?
12-LOX inh: inconclusive; LDHA block: 3

What do the screens show for `Cc1cc2oc(=O)cc(CN3CCOCC3(C)C)c2cc1C(C)C`?
12-LOX inh: 0%; LDHA block: 8

How did COc1ccc(-c2coc3cc(OC(=O)C(C)(C)C)ccc3c2=O)cc1OC do in these assays?
12-LOX inh: -1%; LDHA block: 0

How did CCNC(=O)CN1CCN(C(C(=O)O)c2c[nH]c3ccccc23)CC1 (configuration not stated) do in these assays?
12-LOX inh: -12%; LDHA block: -2

Results for CCCCn1cnc2c1c(=O)n(CC(O)c1ccccc1)c(=O)n2CC(C)C (configuration not stated) ?
12-LOX inh: 10%; LDHA block: 6

How did CNC(=O)/C=C(/O)c1ccccc1 do in these assays?
12-LOX inh: 10%; LDHA block: -3

How did O=C(NC1CC1)c1ccc2nc([C@H]3C[C@H](O)[C@@H](CO)O3)[nH]c2c1 do in these assays?
12-LOX inh: 1%; LDHA block: -2

How did CSc1nccc(-c2cccs2)n1 do in these assays?
12-LOX inh: inconclusive; LDHA block: -4

Results for COCCN(Cc1ccccc1)C(=O)c1cc2ccccc2oc1=O ?
12-LOX inh: -23%; LDHA block: -13

What do the screens show for `CCCc1nc2nc(C)cc(Nc3ccccc3)n2n1`?
12-LOX inh: 7%; LDHA block: -1

Results for O=c1c(-c2cccs2)nc2ccccc2n1C(CCc1ccccc1)c1nc2ccccc2[nH]1 (configuration not stated) ?
12-LOX inh: inconclusive; LDHA block: 0

How did Cc1nc2ccccc2c(C)c1CC(=O)NC(C)(C)C do in these assays?
12-LOX inh: -6%; LDHA block: -2

What do the screens show for `CCOc1ccccc1CNC(=O)c1ncoc1-c1cccc(C)c1`?
12-LOX inh: 4%; LDHA block: 2

What do the screens show for `Cc1cc(C(=O)C(C)Sc2nnnn2Cc2cccs2)c(C)n1Cc1ccco1` (configuration not stated)?
12-LOX inh: inconclusive; LDHA block: 3

Results for COC(=O)C1(C)Cc2ccc(Cl)cc2C(=O)O1 (configuration not stated) ?
12-LOX inh: 2%; LDHA block: 9

What do the screens show for `Cc1ccc(C(=O)Nc2ccc(C(=O)N(C)C)cc2)cc1`?
12-LOX inh: -19%; LDHA block: 2

How did O=C(NCc1ncc(-c2ccccc2)o1)c1ccc(F)cc1 do in these assays?
12-LOX inh: 49%[activator]; LDHA block: 2

Results for CCOC(=O)c1c(C)c(CCC(=O)NCCN2CCN(CC)CC2)c(C)n1C ?
12-LOX inh: 37%; LDHA block: 2

How did CCCCCCCCCCCCSCCC(=O)O do in these assays?
12-LOX inh: inconclusive; LDHA block: 13

How did CC1CCC(NC(=O)CCC2CCCO2)CC1 (configuration not stated) do in these assays?
12-LOX inh: inconclusive; LDHA block: -8

What do the screens show for `COc1ccc(C2=Nc3ccccc3NC(=O)C2N(C(=O)c2ccnc3ccccc23)c2ccccc2)cc1` (configuration not stated)?
12-LOX inh: 6%; LDHA block: -3

How did Cc1ccc(CN2CC(N3CCN(CCO)CC3)CS2(=O)=O)cc1 (configuration not stated) do in these assays?
12-LOX inh: 2%; LDHA block: -7

Results for COc1ccc([C@H]2CC(=O)C[C@@H](CCn3cccn3)O2)cc1 ?
12-LOX inh: -9%; LDHA block: 2

How did O=C1O[C@@H](c2ccccc2)C[C@@H](O)[C@H](O)CCCc2ccccc21 do in these assays?
12-LOX inh: inconclusive; LDHA block: 6

Results for O=S1(=O)CCN2C(c3ccc(Cl)cc3)=CSC2=N1 ?
12-LOX inh: 13%; LDHA block: 6

Results for COc1cccc(CCC(=O)Nc2nc(C(C)=O)cs2)c1OC ?
12-LOX inh: 6%; LDHA block: -1

What do the screens show for `CC(C)c1nnc2ccc(N3CCC(C(=O)Nc4ccccc4N4CCCC4)CC3)nn12`?
12-LOX inh: 2%; LDHA block: -7

What do the screens show for `O=C(Cc1n[nH]c(=O)c2ccccc12)Nc1cccc(S(=O)(=O)Nc2cccc(Cl)c2)c1`?
12-LOX inh: inconclusive; LDHA block: 8

How did CCc1nc2ccc(C(=O)N3CCN(C(=O)c4ccco4)CC3)cn2c1N(C=O)Cc1ccc(OC)cc1 do in these assays?
12-LOX inh: 16%; LDHA block: -4

What do the screens show for `C[C@H]1COc2cccc(N3CCC[C@H]3CO)c2S(=O)(=O)N1`?
12-LOX inh: -2%; LDHA block: 5

Results for CN(Cc1ccc(CN(C)Cc2ccc3c(c2)OCO3)cc1)Cc1ccc2c(c1)OCO2 ?
12-LOX inh: -27%; LDHA block: 1

What do the screens show for `C[C@H](NC(=O)[C@@H]1CCCN1C(=O)[C@@H]1CCCN1)c1ccccc1`?
12-LOX inh: -19%; LDHA block: -6

What do the screens show for `Cc1ccc(NS(=O)(=O)c2cccc(C(=O)OCC(=O)NCc3ccco3)c2)c(C)c1`?
12-LOX inh: inconclusive; LDHA block: -5

How did CN(CCCC#N)Cc1cccc(C#N)c1 do in these assays?
12-LOX inh: 25%; LDHA block: -25

How did CC(OC(=O)CC12CC3CC(CC(Br)(C3)C1)C2)C(=O)Nc1ccc([N+](=O)[O-])cc1Cl (configuration not stated) do in these assays?
12-LOX inh: 16%; LDHA block: -1

Screens as filed in PubChem.
